IkB sig inh = IkB pathway inhibition in ABC-DLBCL cells. ABC-DLBCL IkBa-CBG/CBR dual luciferase ratio, 4 h; response scale: scaled: untreated 0%, proteasome inhibitor 100%. Potency, µM (highest dose often 57.1 µM), without a hit: at the top dose IkBa stabilization activation. 110,000 compounds, 0.04% hits. AID 445; active = well fitted curve in the direction sought with a large enough effect in the signal ratio, not every such curve was filed as active; inconclusive = small, poorly fitted or top-dose-only effect, or a change in a side signal; the % refers to the signal ratio;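 note: the direction sought is a rising ratio; 0% = basal untreated cells and 100% = reference inhibitor full response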
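Curves were fitted separately to fusion (green), unfused (red) and ratio luminescence, then classed by r2, magnitude and activity. Cells: OCI-Ly3, 4 h compound plus doxycycline at 37C; 10 uM MG-132 defined full response.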
p53ts 39C tox = p53ts cell cytotoxicity, nonpermissive temperature | Potency, µM (top dose mostly 46.1 µM), for the others: at the highest dose activity change, negative = cell killing, hits mostly cytotoxic | AID 902 | H1299-p53A138V viability at 39C, ATP luminescence, 24 h | 130,000 compounds, 1.5% hits; note: nearly all actives have a fitted effect of over 55% in size
p53ts 32C tox = cytotoxicity in p53ts cells at permissive temperature | Potency, µM (highest dose often 46.1 µM), for the others: at the top dose activity change, negative = cytotoxicity, usual class: cytotoxic | 130,000 compounds, 0.93% hits | H1299-p53A138V at 32C, ATP luminescence viability, 24 h;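 note: 0% = DMSO and -100% = full killing by reference compound; nearly all actives have a fitted effect of over 55% in size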
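Cells: H1299 p53ts (A138V), 600/well, pre-incubated 16–30 h at 37C. Cpd up to 46 uM, 24 h, 32C. Readout: ATPlite luminescence, 20 min RT. Normalization: DMSO vs tamoxifen 100 uM. AC50 by Hill equation.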
Imprint erasure = induces erasure of genomic imprints in mouse ES cells; Potency, µM (top dose mostly 60.7 µM), inactives show at the highest dose activity change, positive = activation, usual class: activators; 110,000 compounds, 0.02% hits; mouse ES Peg3-LacZ reporter, beta-gal luminescence, 40 h;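 note: 0% = negative control wells on the plate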
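Imprint erasure is scored as LacZ activity from the silenced maternal Peg3 allele in feeder-free female ES cells cultured 40 h with LIF. Luminescence is normalized to in-plate negative controls and fitted to the Hill equation.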
Active calls of the source: *; ? = inconclusive; · = no result given; [ ] = another dose, or the depositor's remark. Unless noted, calls come from the whole dose curve; as a rule, active = well fitted curve in the direction sought with a large enough effect; inconclusive = small, poorly fitted or top-dose-only effect, or another doubt; inactive = no such curve, though single readings can be large; an effect the other way counts as inactive or inconclusive. Unless noted, % is set by controls: 0 for no effect and ±100 for the full control effect; potency is the fitted concentration of half-maximal effect. An unsorted share of the library. About 1.8% of those tested had a hit in this group.

# | canonical_smiles | IkB sig inh | p53ts 39C tox
1 | COc1ccccc1-c1cc2nc(C)c(CCC(=O)NCCc3cccc(C)c3)c(C)n2n1 | ? | -28.3%
2 | Cc1ccc(NC2=Nc3ccccc3CS2)cc1 | -1.8% | ?
3 | CCOC(=O)c1ccc(NC(=O)CSc2nc(C)c(Cc3ccccc3)c(=O)[nH]2)cc1 | ? | -10.4%
4 | COc1ccc(N=Cc2c(O)c3ccccc3oc2=O)cc1 | · | ?
5 | CCOc1ccc(CCNC(=O)CCCc2nnc3n(CCCOC)c(=O)c4sccc4n23)cc1 | ? | 7.2%
6 | CCn1ncc(Br)c1C(=O)Nc1nccs1 | -2.2% | -3.2%
7 | CCOC(=O)c1cnn(Cc2ccccc2)c1N | · | -6.4%
8 | Cc1cccc(N2CCN(S(=O)(=O)c3csc(C(N)=O)c3)CC2)c1C | ? | ?

# | p53ts 32C tox | Imprint erasure
1 | -3.6% | -8.5%[10.9 µM]
2 | ? | -71.9%[inhibitor]
3 | 23.1% | -50.5%[inhibitor][10.9 µM]
4 | ? | ·
5 | -6.1% | -8.8%[10.9 µM]
6 | -1.2% | 4.8%
7 | -12.8% | ·
8 | 3.1% | -16.6%[10.9 µM]

(continued)
# | canonical_smiles | IkB sig inh | p53ts 39C tox
9 | CCC1CCCCN1S(=O)(=O)c1ccc(NC(=O)CSc2ncccc2C(=O)O)cc1 (stereo not drawn) | 2.5% | -0.4%
10 | COc1ccc(CCNC(=O)Cc2c(C)c3cc4c(C(C)(C)C)coc4c(C)c3oc2=O)cc1 | 3.9% | -10.6%
11 | Cc1cc(C)cc(OCC(=O)Nc2nc3c(s2)CC(C(C)(C)C)CC3)c1 (stereo not drawn) | 8.1% | ?
12 | CCOC(=O)C1CCN(C(=O)c2cn(C)c(=O)c3cc(OC)c(OC)cc23)CC1 | 1.0% | 12.8%
13 | COc1ccc(-c2nc(CN3CCC(C(=O)NC4CCCc5ccccc54)CC3)c(C)o2)cc1OC (stereo not drawn) | -1.8% | -0.5%
14 | O=S(=O)(c1ccc(-c2cc(C(F)(F)F)on2)s1)N1CCN(c2ccc(F)cc2)CC1 | -3.0% | 6.4%
15 | CN1C(=O)NC(NC(=O)c2cccs2)(C(F)(F)F)C1=O (stereo not drawn) | 0.1% | -7.7%
16 | O=C1c2ccccc2C(=O)N1CCCOCc1c[nH]c(=O)[nH]c1=O | 0.8% | 14.0%

# | p53ts 32C tox | Imprint erasure
9 | -7.2% | -1.8%
10 | 10.3% | 14.1%[10.9 µM]
11 | -16.6% | -11.7%[10.9 µM]
12 | -4.5% | 14.3%
13 | 3.2% | -2.8%
14 | -4.0% | 3.4%[10.9 µM]
15 | -1.0% | 0.4%
16 | -9.7% | 9.3%

Continued:
# | canonical_smiles | IkB sig inh | p53ts 39C tox
17 | Cc1ccc(Cn2c(C(=O)O)c(CNCCc3ccco3)c3ccc(C)cc32)cc1 | 1.5% | -11.6%
18 | O=C1OCCC1Sc1nc2ccccc2n1Cc1ccccc1 (stereo not drawn) | -0.1% | 8.5%
19 | O=C(Nc1ccc2c(c1)OCCO2)C1CCN(S(=O)(=O)Cc2ccccc2)CC1 | 0.1% | -7.3%
20 | CC(C)(C)c1ccc(S(=O)(=O)N2CCC(c3ccncc3)CC2)cc1 | -2.1% | 6.0%
21 | COc1ccc(S(=O)(=O)Nc2cccc(SC)c2)cc1OC | -0.6% | -8.8%
22 | CCN(CC)C(=O)C1CC(=O)N(c2ccc(F)c(Cl)c2)C1 (stereo not drawn) | -1.7% | -4.7%
23 | Cc1ccc(C)c(CNC(=O)CCn2cccn2)c1 | 2.9% | -19.2%
24 | CCOC(=O)N1CCc2c(sc3c2C(=O)NC(c2ccc(C(=O)OC)cc2)N3)C1 (stereo not drawn) | 2.3% | -4.2%

# | p53ts 32C tox | Imprint erasure
17 | -3.5% | -11.9%[10.9 µM]
18 | -4.9% | -12.9%
19 | 4.2% | -10.8%
20 | 3.9% | -20.3%[10.9 µM]
21 | -6.6% | -16.4%
22 | -0.4% | -2.2%
23 | 3.1% | -15.3%[10.9 µM]
24 | -4.5% | -14.0%[10.9 µM]

Shown with one line to a screen: part of the list above.
23) Cc1ccc(C)c(CNC(=O)CCn2cccn2)c1
21) COc1ccc(S(=O)(=O)Nc2cccc(SC)c2)cc1OC
18) O=C1OCCC1Sc1nc2ccccc2n1Cc1ccccc1 (stereo not drawn)
17) Cc1ccc(Cn2c(C(=O)O)c(CNCCc3ccco3)c3ccc(C)cc32)cc1
screen / no. | 23 | 21 | 18 | 17
IkB sig inh | 2.9% | -0.6% | -0.1% | 1.5%
p53ts 39C tox | -19.2% | -8.8% | 8.5% | -11.6%
p53ts 32C tox | 3.1% | -6.6% | -4.9% | -3.5%
Imprint erasure | -15.3%[10.9 µM] | -16.4% | -12.9% | -11.9%[10.9 µM]

(further entries)
# | canonical_smiles | IkB sig inh | p53ts 39C tox
25 | CCOc1ccc(NC(=O)c2cc(C)nc3c2c(C)nn3-c2ccc(C)cc2)cc1 | -1.4% | ?
26 | O=C(Nc1ccc2c(c1)OCO2)c1cnn2cccnc12 | 3.7% | ?
27 | CS(=O)(=O)Nc1ccc(C(=O)NCCc2ccccc2)cc1 | -1.8% | -5.7%
28 | CCC(Sc1nnc(-c2ccc(F)cc2)c(-c2ccc(F)cc2)n1)C(=O)NC1CCCC1 (stereo not drawn) | ? | -8.7%
29 | O=c1c(O)cc(C2Oc3cc(O)cc(O)c3CC2O)cc2c(C3Oc4cc(O)cc(O)c4CC3O)cc(O)c(O)c12 (stereo not drawn) | · | -19.9%
30 | CCOc1ccccc1NC(=O)CN1C(=O)COc2ccc(Cl)cc21 | 1.6% | -2.7%
31 | Cn1nnc(NC(=O)c2ccc3ccccc3c2)n1 | · | -18.7%
32 | COc1ccc(S(=O)(=O)c2cc3cc(OC)ccc3oc2=O)cc1 | 0.0% | -0.7%

# | p53ts 32C tox | Imprint erasure
25 | -0.1% | 8.2%[10.9 µM]
26 | ? | -79.5%[inhibitor]
27 | -13.0% | -30.8%[inhibitor]
28 | -2.2% | -8.6%[10.9 µM]
29 | -16.3% | 0.9%
30 | 2.5% | -7.8%
31 | ? | ·
32 | 1.8% | 2.4%[10.9 µM]

Looked up by compound from the entries so far (7):
# | canonical_smiles | IkB sig inh | p53ts 39C tox
22 | CCN(CC)C(=O)C1CC(=O)N(c2ccc(F)c(Cl)c2)C1 (stereo not drawn) | -1.7% | -4.7%
32 | COc1ccc(S(=O)(=O)c2cc3cc(OC)ccc3oc2=O)cc1 | 0.0% | -0.7%
20 | CC(C)(C)c1ccc(S(=O)(=O)N2CCC(c3ccncc3)CC2)cc1 | -2.1% | 6.0%
4 | COc1ccc(N=Cc2c(O)c3ccccc3oc2=O)cc1 | · | ?
18 | O=C1OCCC1Sc1nc2ccccc2n1Cc1ccccc1 (stereo not drawn) | -0.1% | 8.5%
6 | CCn1ncc(Br)c1C(=O)Nc1nccs1 | -2.2% | -3.2%
27 | CS(=O)(=O)Nc1ccc(C(=O)NCCc2ccccc2)cc1 | -1.8% | -5.7%

# | p53ts 32C tox | Imprint erasure
22 | -0.4% | -2.2%
32 | 1.8% | 2.4%[10.9 µM]
20 | 3.9% | -20.3%[10.9 µM]
4 | ? | ·
18 | -4.9% | -12.9%
6 | -1.2% | 4.8%
27 | -13.0% | -30.8%[inhibitor]

Next part.
# | canonical_smiles | IkB sig inh | p53ts 39C tox
33 | Cn1c(=O)c2c(nc(CN3CCN(Cc4ccccc4)CC3)n2CCN2CCOCC2)n(C)c1=O | 0.9% | 6.6%
34 | CCC1Oc2ccccc2N(CC(=O)NCCCN2CCCCC2C)C1=O (stereo not drawn) | 3.5% | 9.4%
35 | N#Cc1c(N)nc(SCc2ccccc2)c(C#N)c1-c1ccco1 | ? | -10.2%
36 | O=C(COc1ccccc1)Nn1cnc2ccccc21 | ? | -5.2%
37 | O=C(c1ccc(Nc2nc3ccccc3n3nnnc23)cc1)N1CCN(c2ccc(F)cc2)CC1 | ? | -15.4%
38 | COCCCNC(=O)CCc1nc(-c2ccccc2)no1 | -2.9% | 8.1%
39 | CC1CCCN(C(=O)c2cc3c(-c4ccc(Cl)cc4)nn(C)c3s2)C1 (stereo not drawn) | 1.4% | -12.0%
40 | O=C(OCC(=O)N1CCN(C(=O)c2ccco2)CC1)c1sc2ccccc2c1Cl | 1.6% | -3.9%

# | p53ts 32C tox | Imprint erasure
33 | -8.3% | 9.3%
34 | 0.2% | -36.3%[inhibitor]
35 | -5.2% | -8.4%
36 | -3.1% | 0.3%
37 | 1.9% | -5.7%[10.9 µM]
38 | 0.3% | -4.7%
39 | -0.6% | -15.6%
40 | 2.5% | -10.1%

Going on with the list:
# | canonical_smiles | IkB sig inh | p53ts 39C tox
41 | COc1ccc(NC(=O)C(CCS(C)(=O)=O)NC(C)=O)cc1 (stereo not drawn) | -0.1% | -10.0%
42 | O=C(O)CCCC(=O)Nc1nc(-c2ccccc2)cs1 | ? | -1.2%
43 | CCOC(=O)C1=C(C)NC2=C(C(=O)CC(C)(C)C2)C1c1cccc(C)n1 (stereo not drawn) | 4.5% | 15.3%
44 | Cc1cc(Cl)ccc1OCC(=O)Nc1c(C(=O)c2ccccc2)oc2ccccc12 | 3.2% | 9.5%
45 | Cc1cc(NC(=O)CSc2cn(CCNC(=O)c3ccc(F)cc3)c3ccccc23)no1 | ? | -14.3%
46 | Cc1cccc(NC(=O)C2CCCN(S(=O)(=O)c3ccc4c(c3)oc(=O)n4C)C2)c1 (stereo not drawn) | ? | 25.5%
47 | OC(C#Cc1ccccn1)c1cccs1 (stereo not drawn) | ? | -9.1%
48 | CCN=C1SC(CC(=O)Nc2ccccc2)C(=O)N1CC (stereo not drawn) | 2.8% | -9.5%

# | p53ts 32C tox | Imprint erasure
41 | -7.1% | -4.2%
42 | -5.8% | -49.1%[inhibitor]
43 | -3.4% | -8.8%
44 | -3.4% | 0.9%[10.9 µM]
45 | -0.3% | -16.7%
46 | 13.7% | -13.4%[10.9 µM]
47 | -9.3% | -52.1%[inhibitor]
48 | -3.2% | -12.8%

Bioassay records as filed in PubChem BioAssay.
